Screens (PubChem BioAssay)
TLR4 MyD88 comp: blocks binding of human TLR4 to MyD88; O00206+Q99836; HeLa CL3-4 TLR4/MyD88 BLA complementation, FRET ratio; inhibition, % at 8.4 µM; hit rate 0.18% among 200,000; in the data active = inhibition above about 25%;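 note: 0% = vehicle and 100% = reference inhibitor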
RAM network inh: blocks the yeast RAM network | S. cerevisiae dse1pr::URA3 reporter, 5-FOA growth OD615, 2 d; analog-sensitive cbk1-as2 kinase mutant strain | inhibition, % at 50 µM | hit rate 1.8% among 190,000 | AID 868;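 active = inhibition above a set limit, 3 SD over mean compound inhibition, cut at about 8.4% in these data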;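 note: 0% = DMSO-only wells with no growth and 100% = 10 µM 1-NA-PP1 full growth; inhibition rescues growth on 5-FOA so higher OD means more RAM inhibition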
G6PDH counter: inhibits Leuconostoc G6PDH, flagging false hits in G6PDH-based assays; inhibition, % at 5 µM; hit rate 0.12% among 200,000; Purified L. mesenteroides G6PDH, diaphorase/resazurin coupled fluorescence, 45 min
Diaph act CS: diaphorase activation or chemical reduction counter-screen. Diaphorase/resazurin coupled assay, resorufin fluorescence, 16 min; stronger effect = higher value; 1 = vehicle wells, 0 = NADH-free wells. activation factor at 20 µM. hit rate 0.005% among 190,000;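 active = diaphorase activity raised at least twofold by the compound at 20 µM; inactive = activation factor below 2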
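test system = bacterial diaphorase enzyme (C. kluyveri) | quantity = enzyme 0.07 U/mL final | reagent = NADH substrate 0.114 mM plus resazurin dye 0.1 mM, final | incubation = 16 min enzyme reaction, ambient temperature | buffer or medium = HEPES pH 7.4 buffer with MgCl2 and Tween 20 | signal = fluorescence of resorufin, 544 nm excitation, 590 nm emission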
L major viab: reduces viability of Leishmania major promastigotes | hit rate 9% among 200,000 | inhibition, % at 10 µM | resazurin fluorescence viability | AID 1063;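 note: promastigotes grown with compound for 44 hours at 28 °C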
S1P3 antag: S1P3 (human) receptor antagonism. AID 485. inhibition, % at 4.98 µM. Q99500. CHO S1P3 NFAT-BLA reporter, FRET fluorescence, antagonist mode. hit rate 0.27% among 170,000;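 active = inhibition above the plate cutoff, the mean inhibition of test wells on that plate plus 3 SD, cut at about 28% in these data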;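 note: cells challenged with S1P at its EC80 of 0.8 µM; blue over green emission ratio from cleaved BLA substrate after 4 h stimulation; 0% = S1P-stimulated wells and 100% = unstimulated DMSO-only wells; some compounds past the cut are filed as inactive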
Target sequence (Q99500 whole entry, looked up): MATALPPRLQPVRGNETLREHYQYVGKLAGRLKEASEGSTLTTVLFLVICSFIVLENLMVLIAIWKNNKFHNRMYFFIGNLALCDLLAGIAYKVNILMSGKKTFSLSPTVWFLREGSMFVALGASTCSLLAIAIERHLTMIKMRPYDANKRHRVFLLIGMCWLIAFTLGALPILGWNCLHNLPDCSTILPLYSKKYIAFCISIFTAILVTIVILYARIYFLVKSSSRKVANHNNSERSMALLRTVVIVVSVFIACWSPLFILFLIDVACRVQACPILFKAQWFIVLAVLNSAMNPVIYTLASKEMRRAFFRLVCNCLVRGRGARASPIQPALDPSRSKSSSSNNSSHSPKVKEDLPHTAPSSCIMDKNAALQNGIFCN
PMI activator: activators of human phosphomannose isomerase; activation factor at 20 µM; P34949; AID 1214; hit rate 0.005% among 190,000; purified human PMI, coupled resazurin fluorescence, 20 min; stronger effect = higher value; 1 = vehicle control, 0 substrate-free wells;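 active = activation factor of 2 or more at 20 µM, relative to plate controls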
Target sequence (P34949 whole entry, looked up): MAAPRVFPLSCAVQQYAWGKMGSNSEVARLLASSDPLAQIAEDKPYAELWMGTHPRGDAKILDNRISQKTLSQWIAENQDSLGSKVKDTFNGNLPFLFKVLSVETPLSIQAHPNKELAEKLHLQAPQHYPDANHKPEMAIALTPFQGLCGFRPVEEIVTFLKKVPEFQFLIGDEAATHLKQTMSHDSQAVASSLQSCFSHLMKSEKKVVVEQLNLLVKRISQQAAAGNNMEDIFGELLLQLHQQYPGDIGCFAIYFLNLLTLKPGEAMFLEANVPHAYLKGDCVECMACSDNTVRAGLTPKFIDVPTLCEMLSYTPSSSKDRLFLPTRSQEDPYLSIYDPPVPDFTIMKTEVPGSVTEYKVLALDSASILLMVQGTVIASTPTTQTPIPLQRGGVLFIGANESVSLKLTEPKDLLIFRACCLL
Redox H2O2 prof: compounds producing H2O2 with reducing agent – biochemical, NIH compound library profiling, artefact control for MLSCN library redox annotation, primary screen; hit rate 0.03% among 200,000; AID 878; activation, % at 10 µM; DTT-dependent redox cycling H2O2, phenol red/HRP absorbance; 100% = 100 µM peroxide control, 0% = buffer;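 active = activation of at least 50% relative to the plate's high and low controls in the primary single-dose screen; inactive = activation below 50%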;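 note: compound incubated with DTT at 0.8 mM final as the reducing agent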
Hsp70 act: Hsp70 transcriptional activation, primary screen; activation, % at 10 µM; hit rate 0.04% among 200,000; HeLa Hsp70 promoter luciferase reporter, luminescence; scaled: vehicle 0, proteasome-inhibitor control 100%;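 active = activation above the mean across all tested compounds plus 3 SD, cutoff set per campaign, cut at about 5.5% in these data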;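 note: 100% = MG132 at 30 µM as the positive control and 0% = DMSO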
PMI act hi M6P: PMI (human) activation, high substrate; P34949; coupled PMI enzyme assay, resazurin fluorescence, 20 min; stronger effect = higher value; 1 = untreated enzyme, 0 = substrate-free blank; activation factor at 20 µM; hit rate 0.34% among 190,000; AID 1216;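 active = activation factor of 2 or more at 20 µM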
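Test system: human phosphomannose isomerase with PGI, G6PDH, diaphorase coupling enzymes / Doses: 20 µM compound, 1% DMSO / Times: enzyme reaction with compound 20 min at room temperature / Measured by: Diaphorase-driven resazurin-to-resorufin fluorescence, excitation 544, emission 590 nm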
Diaphorase inh: diaphorase inhibition or chemical oxidation counter-screen | hit rate 0.69% among 190,000 | diaphorase resazurin-to-resorufin fluorescence, NADH, 16 min; bacterial (C. kluyveri) enzyme, not human | inhibition, % at 20 µM;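 active = primary screen inhibition at 20 µM above a set limit, cut at about 50% in these data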;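 note: plate controls were DMSO with full reaction for no effect and wells lacking NADH for full effect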
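Test system: diaphorase enzyme from Clostridium kluyveri; amount: diaphorase at 0.14 U/mL in enzyme working solution; detection: fluorescence of resorufin formed from resazurin, Ex 544/Em 590 nm; times: reaction incubation of 16 min at room temperature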
* marks the source's active call; other numbers are inactive results; . = no result given. Cut-off read from the data, not from the text of the source, unless noted: active = inhibition above about 50%; inactive = the rest.

Screens in order – TLR4 MyD88 comp	RAM network inh	G6PDH counter	Diaph act CS	L major viab	S1P3 antag	PMI activator	Redox H2O2 prof	Hsp70 act	PMI act hi M6P	Diaphorase inh
1	O=C(c1cccc(Cl)c1)N1CCN(C(=O)c2ccccc2F)CC1
→ 0	1.6	1	1	-8	.	1	2.2	-0.1	0.9	3
2	COc1cc(NC(=O)Cc2ccc(Cl)cc2)ccc1NC(=O)c1ccco1
→ -4	3.1	4	1	5	-7	1.1	2.3	-0.2	1	-3
3	CC1CCCCC1NC(=O)COC(=O)Cc1ccc(Br)cc1 (stereo not drawn)
→ 0	2.0	6	0.9	-8	5	1	-0.1	-0.2	1	8
4	CC(SC(=S)N1CCOCC1)C(=O)O (stereo not drawn)
→ -4	1.7	7	0.9	-4	.	1	0.1	-0.1	1.1	8
5	COC(=O)C(C(=O)OC)c1ccc(N)cc1
→ 4	0.0	4	0.8	8	-11	1	-1.4	-0.1	0.9	16
6	O=[N+]([O-])c1c(Nc2ccc(O)cc2)cc(N2CCOCC2)c2nonc12
→ -2	-0.4	-9	0.9	5	-6	0.9	0.7	-0.3	0.9	6
7	Cc1nccn1CC(O)Cn1c2ccccc2c2ccccc21 (stereo not drawn)
→ -1	2.7	4	1	14	.	0.9	-0.6	-0.1	1	3
8	Cc1cc(C)nc(NC(=O)c2cccc(Cl)c2)n1
→ 3	1.4	10	0.9	-4	3	1.1	1.0	0.5	1.1	6
9	Nc1cccc(-n2nnnc2CN2CCOCC2)c1
→ -5	-0.3	-4	0.9	28	-4	0.9	-0.3	-0.3	0.9	9
10	NC(=O)C1CCN(c2ncnc3c(-c4ccccc4)nsc23)CC1
→ 7	2.9	-21	0.9	0	2	0.9	3.7	0.8	0.9	11
11	NNC(=O)COc1ccc(-c2n[nH]c(C(F)(F)F)c2-c2ccc(Br)cc2)c(O)c1
→ 3	0.5	3	0.9	7	-15	1.2	0.1	0.0	1.2	8
12	O=C(NCCc1ccccc1)c1noc2c1CCCCC2
→ 6	1.6	1	0.9	-1	-7	1	0.1	1.2	0.9	10
13	Cc1ccc(SCCC(=O)N/N=C/c2ccncc2)cc1
→ 9	-0.4	6	0.8	12	-7	1	0.0	-0.2	1	15
14	COc1ccc(Nc2ncnc3ccccc23)c(OC)c1
→ 10	3.6	7	1	11	.	1	0.7	-0.5	0.9	-2
15	O=C1OCC(c2ccccc2)=C1c1ccccc1[N+](=O)[O-]
→ 5	0.5	3	0.9	9	2	1.2	-1.7	-0.3	1	10
16	O=c1[nH]c2ccccc2c(=O)n1Cc1ccccc1
→ -1	1.5	1	1	6	.	0.9	-0.1	-0.6	1	4
17	O=C(O)c1sccc1S(=O)(=O)c1ccccc1
→ -1	-0.2	2	1	-7	3	1.1	-11	-0.3	1.1	5
18	COc1cccc(C(=O)O/N=C/c2ccc(Sc3ccc(C)cc3)nc2)c1
→ -9	8.1	1	0.9	2	.	1.1	1.4	-0.4	1.1	14
19	COc1ccc(OC)c(S(=O)(=O)Nc2ccc(CC(=O)O)cc2)c1
→ -7	0.5	8	0.9	-5	9	1	-1.9	0.1	1	6
20	Cc1ccc(OCC(=O)OC(C)CN(C)Cc2ccccc2)cc1 (stereo not drawn)
→ 4	1.2	15	0.9	-6	-2	1	-0.1	-0.4	1	10
21	Cc1ccc(CNC(=O)c2ccccc2N(C)S(C)(=O)=O)cc1
→ 8	0.8	11	0.9	-1	-8	0.9	-0.1	0.1	0.9	14
22	CCOC(=O)N/N=C/c1cn(CCCOc2ccccc2)c2ccccc12
→ 4	1.1	7	0.9	0	9	1.2	0.4	-0.1	1.1	8
23	Cc1cccc(-n2c(SCC(=O)N3CC(=O)Nc4ccccc43)nc3ccccc3c2=O)c1C
→ 0	9.6*	-27	0.7	18	-2	0.8	0.1	-0.5	0.9	32
24	CCC(C)c1ccc(NC(=S)Nc2ccc(OC)c(OC)c2)cc1 (stereo not drawn)
→ -14	3.5	11	0.7	1	.	0.8	2.0	-0.2	0.6	29
25	O=C(CSCc1c(F)cccc1Cl)NCc1ccncc1
→ 2	0.6	2	0.9	9	-15	1	0.1	-0.3	0.9	5
26	CN1CCN(c2ccccc2NC(=O)Cc2ccc(Cl)cc2)CC1
→ -9	0.5	0	1	-3	.	1	0.0	-0.3	1.1	3
27	COc1ccccc1C(C)NCC(=O)NCC(=O)Nc1ccc(F)c(F)c1F (stereo not drawn)
→ 4	0.1	9	0.9	-7	4	1.1	-0.2	-0.1	1.2	8
28	Cc1cc2ncn(C3CC(=O)N(Cc4ccc(N5CCCC5=O)cc4)C3=O)c2cc1C (stereo not drawn)
→ 1	0.5	-11	1	-7	-8	0.9	0.0	-0.2	0.9	3
29	CCCCCn1c(N)c(C#N)c2nc3ccccc3nc21
→ -1	0.4	11	0.7	16	0	0.8	-0.4	0.2	0.6	28
30	COC(=O)c1sc(NC(=O)c2oc3ccccc3c2C)nc1C
→ -8	5.4	-4	1	-1	.	0.9	0.1	0.2	1	1

Printed as active in RAM network inh (from the list above):
| no. | smiles | TLR4 MyD88 comp | RAM network inh | S1P3 antag | PMI activator | Redox H2O2 prof | Hsp70 act | PMI act hi M6P |
| --- | --- | --- | --- | --- | --- | --- | --- | --- |
| 23 | Cc1cccc(-n2c(SCC(=O)N3CC(=O)Nc4ccccc43)nc3ccccc3c2=O)c1C | 0 | 9.6* | -2 | 0.8 | 0.1 | -0.5 | 0.9 |

Random excerpt: three entries already listed
Screens in order – TLR4 MyD88 comp	RAM network inh	G6PDH counter	Diaph act CS	L major viab	S1P3 antag	PMI activator	Redox H2O2 prof	Hsp70 act	PMI act hi M6P	Diaphorase inh
3	CC1CCCCC1NC(=O)COC(=O)Cc1ccc(Br)cc1 (stereo not drawn)
→ 0	2.0	6	0.9	-8	5	1	-0.1	-0.2	1	8
11	NNC(=O)COc1ccc(-c2n[nH]c(C(F)(F)F)c2-c2ccc(Br)cc2)c(O)c1
→ 3	0.5	3	0.9	7	-15	1.2	0.1	0.0	1.2	8
28	Cc1cc2ncn(C3CC(=O)N(Cc4ccc(N5CCCC5=O)cc4)C3=O)c2cc1C (stereo not drawn)
→ 1	0.5	-11	1	-7	-8	0.9	0.0	-0.2	0.9	3

Later entries
Screens in order – TLR4 MyD88 comp	RAM network inh	G6PDH counter	Diaph act CS	L major viab	S1P3 antag	PMI activator	Redox H2O2 prof	Hsp70 act	PMI act hi M6P	Diaphorase inh
31	COC(=O)c1ccc(N2CCOCC2)c(NC(=O)Nc2cccc(OC)c2)c1
→ 11	1.4	-14	0.9	3	32	1	-2.2	0.0	1	9
32	CCOC(CNC(=O)c1ccc(CNC(=O)c2ccc(OC)c(OC)c2)cc1)OCC
→ -1	0.6	7	1	-2	-8	1.1	-0.3	-0.1	1	0
33	COc1nc(C)nc(NC(=O)NS(=O)(=O)c2ccc(C)cc2)n1
→ 9	0.4	8	0.9	1	.	1	0.2	-0.3	1.1	6
34	COc1cccc(-c2nc(CS(=O)(=O)CC(=O)NCCCOC(C)C)c(C)o2)c1
→ 7	-0.8	0	0.9	1	2	1.1	1.1	0.3	1	9
35	CC(C(=O)NCc1ccc2c(c1)OCO2)N1c2cccc3cccc(c23)S1(=O)=O (stereo not drawn)
→ -19	4.7	5	0.8	8	-3	0.8	1.8	0.1	0.7	16
36	Cc1cc(C)n(CCCNCC(O)c2ccccc2)n1 (stereo not drawn)
→ -4	1.2	7	0.8	3	5	1	-1.1	-0.4	1	18
37	O=C(NC(=S)N1CCCCC1)c1cccs1
→ 9	-0.4	14	0.9	55*	3	0.8	-1.0	0.0	0.9	11
38	Cc1ccc2[nH]c(=O)c(CN(Cc3cccnc3)C(=O)c3ccncc3)cc2c1
→ 5	0.8	2	0.8	-3	-1	1	2.9	-0.3	1	18
39	CC(=O)Nc1ccccc1NC(=O)C/C(C)=N/NC(=O)C(=O)Nc1cccc(Cl)c1C
→ 6	2.3	0	0.9	-8	-13	1.1	-0.6	-0.2	1	10
